Compound activity (PubChem)
TIM10 inh: TIM10 yeast growth inhibition. 1.4% of 330,000 active. inhibition, % at 10 µM. S. cerevisiae TIM10 strain growth, BacTiter-Glo luminescence, 24 h;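 active means inhibition of 40% or more at the single tested concentration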;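 further: wild-type TIM10 isogenic control strain grown at permissive 25 °C; 0% = DMSO yeast wells and 100% = minimal medium wells without yeast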
ATG4B inh: ATG4B (human) cysteine protease inhibition; AID 504462; 0.51% of 340,000 active; inhibition, % at 8.33 µM; ATG4B cleavage of LC3-PLA2, NBD-HPC fluorescence, 1 h; in the data active means inhibition above about 40%
Target sequence (Q9Y4P1 whole entry, looked up): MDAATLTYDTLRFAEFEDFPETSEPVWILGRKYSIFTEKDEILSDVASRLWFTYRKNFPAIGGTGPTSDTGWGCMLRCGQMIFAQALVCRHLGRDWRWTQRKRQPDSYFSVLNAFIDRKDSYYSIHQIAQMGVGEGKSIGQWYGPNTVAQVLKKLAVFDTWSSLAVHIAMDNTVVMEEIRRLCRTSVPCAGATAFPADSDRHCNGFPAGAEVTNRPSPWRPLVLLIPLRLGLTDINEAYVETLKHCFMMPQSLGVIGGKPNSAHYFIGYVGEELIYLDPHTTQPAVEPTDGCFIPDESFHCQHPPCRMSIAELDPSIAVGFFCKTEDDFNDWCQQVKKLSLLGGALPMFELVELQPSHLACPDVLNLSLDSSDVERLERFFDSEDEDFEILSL
Apaf-1 inh: inhibitors of human Apaf-1 apoptosome; reconstituted apoptosome caspase-3 activity, DEVD-Rh110 fluorescence; inhibition, % at 20 µM; 0.71% of 330,000 active; active means inhibition of at least 40% at 20 µM;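 further: plate controls were DMSO wells for no effect and DEVD-CHO caspase inhibitor wells for full effect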
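System: Apoptosome proteins | Medium: Hepes pH 7.5 with detergent and BSA | Also added: Cytochrome c trigger plus (Z-DEVD)2-Rh110 caspase-3 substrate | Incubation: 30 min compound preincubation, 50 min activation, room temperature | Detection: Rhodamine 110 fluorescence at Ex 480/Em 540 nm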
tim10-1 inh: growth inhibitors of tim10-1 mutant yeast; S. cerevisiae tim10-1 ts strain growth, BacTiter-Glo, 24 h; 2.2% of 330,000 active; inhibition, % at 20 µM;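 active means inhibition of at least 40%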;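 further: mutant grown at 25 °C; 0% = DMSO wells with yeast and 100% = wells holding no yeast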
NALP3 yeast inh: blocks the NALP3 inflammasome reconstituted in yeast; AID 2825; inhibition, % at 10 µM; Yeast reconstituted NLRP3/ASC/caspase-1, beta-gal luminescence, 24 h; 0.39% of 330,000 active;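 active means inhibition of 50% or more; inactive means inhibition below 50%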;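 further: plate controls were induced DMSO wells for no effect and uninduced yeast grown without galactose for full effect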
mIAP block: blocks mouse intestinal alkaline phosphatase | purified mouse IAP, CDP-Star luminescence, 30 min | inhibition, % at 10 µM | 0.2% of 330,000 active;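 active means inhibition of at least 40% at 10 µM in the primary screen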;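 further: plate controls were DMSO with enzyme for no effect and no enzyme wells for full effect; values of inactives mirror those of a sister screen read the other way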
hIAP inh: human IAP inhibition. P09923. purified IAP, CDP-Star luminescence, 30 min. inhibition, % at 10 µM. 0.12% of 330,000 active. AID 2544;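 active means inhibition reaching a set limit with compound at 10 µM in the primary screen, cut at about 35% in these data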;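 further: plate controls were DMSO wells with enzyme for no effect and no-enzyme buffer wells for full effect; values of inactives mirror those of a sister screen read the other way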
Target sequence (P09923 whole entry, looked up): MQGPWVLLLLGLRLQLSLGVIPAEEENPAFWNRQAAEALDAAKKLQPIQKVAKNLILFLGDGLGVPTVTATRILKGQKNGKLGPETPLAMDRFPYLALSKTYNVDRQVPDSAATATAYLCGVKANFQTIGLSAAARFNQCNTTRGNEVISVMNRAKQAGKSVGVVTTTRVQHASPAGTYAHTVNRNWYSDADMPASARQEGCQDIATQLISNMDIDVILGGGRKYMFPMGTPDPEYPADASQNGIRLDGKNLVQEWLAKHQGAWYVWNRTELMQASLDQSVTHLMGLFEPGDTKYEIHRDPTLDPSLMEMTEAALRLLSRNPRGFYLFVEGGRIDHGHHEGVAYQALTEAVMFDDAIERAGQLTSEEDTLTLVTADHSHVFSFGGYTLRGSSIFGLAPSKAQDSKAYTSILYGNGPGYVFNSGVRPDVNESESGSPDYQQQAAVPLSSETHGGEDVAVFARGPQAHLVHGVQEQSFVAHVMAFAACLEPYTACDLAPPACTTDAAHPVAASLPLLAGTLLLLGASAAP
mIAP act: mouse IAP activation; activation factor at 10 µM; muIAP, CDP-Star luminescence, 30 min; hits give high values; 1 = vehicle-only enzyme signal, 0 = enzyme-free wells; 0.24% of 330,000 active; AID 2805;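 active means activation factor of at least 2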; further: the source names both 10 and 20 µM as test concentration; values of inactives mirror those of a sister screen read the other way
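System: mouse IAP enzyme. Reagent: CDP-Star chemiluminescent phosphatase substrate. Benchmarks: DMSO wells, no-enzyme wells. Times: 30 min enzyme-substrate-compound incubation at room temperature. Detection: luminescence from enzymatic CDP-Star hydrolysis. Doses: test compounds delivered from DMSO solution.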
hIAP activ: increases human intestinal alkaline phosphatase activity | 0.16% of 330,000 active | P09923 | purified human IAP, CDP-Star luminescence, 30 min; hits give high values; 1 = vehicle-only enzyme, 0 = enzyme-free background | AID 2524 | activation factor at 10 µM;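 active means activation factor of the enzyme at least 2-fold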; further: the source names both 10 and 20 µM as test concentration; values of inactives mirror those of a sister screen read the other way
Active calls of the source: *. Random draw from the library, and some 4.5% of all compounds hit somewhere here.

The opening 2 compounds (preview)
How did COCCCn1c(SCC(=O)Nc2ccc(C(C)=O)cc2)nc2ccccc2c1=O do in these assays?
TIM10 inh: 11.6; ATG4B inh: -6.6; Apaf-1 inh: 7.5; tim10-1 inh: 22.2; NALP3 yeast inh: 14.3; mIAP block: -3.8; hIAP inh: -5.9; mIAP act: 1.04; hIAP activ: 1.06

Results for CCOC(=O)c1sc2nc(C)nc(SC(C)C(=O)NC3CC3)c2c1C (centres undefined) ?
TIM10 inh: -3.8; ATG4B inh: 3.0; Apaf-1 inh: 7.5; tim10-1 inh: -1.8; NALP3 yeast inh: 4.8; mIAP block: -6.8; hIAP inh: -4.7; mIAP act: 1.07; hIAP activ: 1.05

Results, from the start:
How did COCCCn1c(SCC(=O)Nc2ccc(C(C)=O)cc2)nc2ccccc2c1=O do in these assays?
TIM10 inh: 11.6; ATG4B inh: -6.6; Apaf-1 inh: 7.5; tim10-1 inh: 22.2; NALP3 yeast inh: 14.3; mIAP block: -3.8; hIAP inh: -5.9; mIAP act: 1.04; hIAP activ: 1.06

Results for CCOC(=O)c1sc2nc(C)nc(SC(C)C(=O)NC3CC3)c2c1C (centres undefined) ?
TIM10 inh: -3.8; ATG4B inh: 3.0; Apaf-1 inh: 7.5; tim10-1 inh: -1.8; NALP3 yeast inh: 4.8; mIAP block: -6.8; hIAP inh: -4.7; mIAP act: 1.07; hIAP activ: 1.05

Results for COc1ccc(C(=O)CCC(=O)NCc2cc(OC)cc(OC)c2)cc1 ?
TIM10 inh: -9.9; ATG4B inh: -7.5; Apaf-1 inh: -0.9; tim10-1 inh: 28.0; NALP3 yeast inh: 20.2; mIAP block: -0.7; hIAP inh: -17.3; mIAP act: 1.01; hIAP activ: 1.17

How did COCCCn1c(=O)c2sccc2n2c(CCCC(=O)NCc3ccc(OC)cc3)nnc12 do in these assays?
TIM10 inh: 3.9; ATG4B inh: 2.2; Apaf-1 inh: -10.9; tim10-1 inh: 20.1; NALP3 yeast inh: 2.4; mIAP block: 1.7; hIAP inh: -17.5; mIAP act: 0.983; hIAP activ: 1.18

How did O=C(CCN1C(=O)/C(=C/c2ccccc2)SC1=S)N[C@@H](CO)Cc1ccccc1 do in these assays?
TIM10 inh: 23.3; ATG4B inh: 9.2; Apaf-1 inh: 13.3; tim10-1 inh: 24.0; NALP3 yeast inh: 9.8; mIAP block: 14.0; hIAP inh: -15.5; mIAP act: 0.86; hIAP activ: 1.16

How did COc1ccc(C2=CCC3CCCCN3C2)cc1OC (centres undefined) do in these assays?
TIM10 inh: -9.3; ATG4B inh: 13.2; Apaf-1 inh: 3.6; tim10-1 inh: -21.0; NALP3 yeast inh: 21.9; mIAP block: 0.5; hIAP inh: 4.4; mIAP act: 0.995; hIAP activ: 0.956

How did C=CCOCC(O)Cn1c(N2CCCC2)nc2c1c(=O)n(C)c(=O)n2C (centres undefined) do in these assays?
TIM10 inh: -7.0; ATG4B inh: -9.4; Apaf-1 inh: -0.4; tim10-1 inh: 5.1; NALP3 yeast inh: 9.2; mIAP block: 8.2; hIAP inh: -15.8; mIAP act: 0.918; hIAP activ: 1.16

How did Cc1c(S(=O)(=O)NCCc2ccccc2)c(=O)n(C)c(=O)n1C do in these assays?
TIM10 inh: 15.1; ATG4B inh: -3.0; Apaf-1 inh: 4.5; tim10-1 inh: -2.9; NALP3 yeast inh: 5.3; mIAP block: -4.3; hIAP inh: 4.1; mIAP act: 1.04; hIAP activ: 0.959

What do the screens show for `CCSc1nc(-c2cccnc2)ccc1C#N`?
TIM10 inh: 1.3; ATG4B inh: -7.5; Apaf-1 inh: -8.7; tim10-1 inh: 5.0; NALP3 yeast inh: 5.8; mIAP block: -2.0; hIAP inh: -1.1; mIAP act: 1.02; hIAP activ: 1.01

Results for CC(C)c1ccc(/C=C2\C(=O)N(CCN3CCOCC3)C(=S)N2C)cc1 ?
TIM10 inh: 32.5; ATG4B inh: 2.6; Apaf-1 inh: 6.0; tim10-1 inh: 44.7*; NALP3 yeast inh: 13.5; mIAP block: 12.0; hIAP inh: 7.4; mIAP act: 0.88; hIAP activ: 0.925

How did COCc1cc(SC2CCCCC2)nc(C)n1 do in these assays?
TIM10 inh: 0.3; ATG4B inh: -1.6; Apaf-1 inh: 0.2; tim10-1 inh: 3.8; NALP3 yeast inh: 10.5; mIAP block: -1.5; hIAP inh: -5.4; mIAP act: 1.01; hIAP activ: 1.05

What do the screens show for `Cc1ccc(NC(=O)c2ccc(CNc3c(N4CCOCC4)c(=O)c3=O)cc2)cc1`?
TIM10 inh: 4.5; ATG4B inh: -11.4; Apaf-1 inh: 11.8; tim10-1 inh: -19.8; NALP3 yeast inh: 0.5; mIAP block: -5.3; hIAP inh: -9.8; mIAP act: 1.05; hIAP activ: 1.1

What do the screens show for `CCOC(=O)C1CCCN(C(=O)c2ccc(CNc3c(N4CCC(C)CC4)c(=O)c3=O)cc2)C1` (centres undefined)?
TIM10 inh: -7.8; ATG4B inh: -14.8; Apaf-1 inh: -1.7; tim10-1 inh: 10.1; NALP3 yeast inh: 19.6; mIAP block: -8.5; hIAP inh: 13.8; mIAP act: 1.08; hIAP activ: 0.862

Results for COc1ccc(CCNC(=O)c2cc(-c3cccs3)on2)cc1OC ?
TIM10 inh: 7.5; ATG4B inh: -4.1; Apaf-1 inh: 0.8; tim10-1 inh: -2.1; NALP3 yeast inh: 12.0; mIAP block: -1.3; hIAP inh: 3.0; mIAP act: 1.01; hIAP activ: 0.97

What do the screens show for `CN1CCN(c2nc(-c3ccccc3)ncc2S(C)(=O)=O)CC1`?
TIM10 inh: -12.3; ATG4B inh: 2.7; Apaf-1 inh: -1.7; tim10-1 inh: 13.0; NALP3 yeast inh: 5.2; mIAP block: -8.1; hIAP inh: -3.3; mIAP act: 1.08; hIAP activ: 1.03

Results for Cc1sc(NC(=O)CSc2nnnn2C)c(C#N)c1C ?
TIM10 inh: -2.9; ATG4B inh: -3.6; Apaf-1 inh: -1.3; tim10-1 inh: 4.2; NALP3 yeast inh: 10.2; mIAP block: -6.8; hIAP inh: -4.0; mIAP act: 1.07; hIAP activ: 1.04

Results for CC(=O)N1CCN(CC(=O)Nc2cc(S(=O)(=O)N3CCCCC3)ccc2C)CC1 ?
TIM10 inh: 0.9; ATG4B inh: 2.1; Apaf-1 inh: 10.8; tim10-1 inh: -5.2; NALP3 yeast inh: 11.7; mIAP block: -8.0; hIAP inh: 2.3; mIAP act: 1.08; hIAP activ: 0.977

How did CC(=O)Nc1cccc(OCC(O)Cn2cnc3ccccc32)c1 (centres undefined) do in these assays?
TIM10 inh: -2.9; ATG4B inh: 0.3; Apaf-1 inh: -0.5; tim10-1 inh: 14.0; NALP3 yeast inh: 8.4; mIAP block: -5.4; hIAP inh: -9.9; mIAP act: 1.05; hIAP activ: 1.1

How did Cc1cc(C)c(S(=O)(=O)N2CCOC2CNC(=O)C(=O)NCc2ccncc2)c(C)c1 (centres undefined) do in these assays?
TIM10 inh: 2.4; ATG4B inh: 3.2; Apaf-1 inh: 5.7; tim10-1 inh: 12.3; NALP3 yeast inh: 0.7; mIAP block: -6.6; hIAP inh: 18.8; mIAP act: 1.07; hIAP activ: 0.812

What do the screens show for `CCc1nn(C(CC)C(=O)NCc2cccs2)c(=O)c2cc3occc3n12` (centres undefined)?
TIM10 inh: -4.5; ATG4B inh: -8.4; Apaf-1 inh: 2.1; tim10-1 inh: 31.6; NALP3 yeast inh: 11.9; mIAP block: 9.2; hIAP inh: -0.3; mIAP act: 0.908; hIAP activ: 1

How did COc1ccc(CCN2C(=O)C(Oc3ccccc3C)C2c2ccc3c(c2)OCO3)cc1OC (centres undefined) do in these assays?
TIM10 inh: 21.1; ATG4B inh: -3.1; Apaf-1 inh: 25.8; tim10-1 inh: 16.8; NALP3 yeast inh: 8.3; mIAP block: -0.8; hIAP inh: 2.6; mIAP act: 1.01; hIAP activ: 0.974

What do the screens show for `O=C(Cn1cnc2ccccc21)N/N=C/c1ccccc1[N+](=O)[O-]`?
TIM10 inh: -14.8; ATG4B inh: -2.7; Apaf-1 inh: -6.1; tim10-1 inh: -2.4; NALP3 yeast inh: 4.4; mIAP block: 11.4; hIAP inh: 8.8; mIAP act: 0.886; hIAP activ: 0.912

Results for CCc1ccc(NC(=O)c2noc3c2CCc2ccccc2-3)cc1 ?
TIM10 inh: 12.2; ATG4B inh: 10.7; Apaf-1 inh: 9.7; tim10-1 inh: 2.7; NALP3 yeast inh: 13.1; mIAP block: 11.7; hIAP inh: 10.6; mIAP act: 0.883; hIAP activ: 0.894

How did CCc1ccc(CN2CCC(n3nccc3NC(=O)c3ccccc3)CC2)o1 do in these assays?
TIM10 inh: 10.1; ATG4B inh: 24.4; Apaf-1 inh: 7.0; tim10-1 inh: -0.9; NALP3 yeast inh: 4.7; mIAP block: -14.5; hIAP inh: -17.6; mIAP act: 1.15; hIAP activ: 1.18

What do the screens show for `Cc1ccc(S(=O)(=O)N(C)C)cc1NS(=O)(=O)c1ccc(Cl)s1`?
TIM10 inh: 5.5; ATG4B inh: 0.5; Apaf-1 inh: 6.6; tim10-1 inh: 2.7; NALP3 yeast inh: -12.5; mIAP block: -3.1; hIAP inh: -6.9; mIAP act: 1.03; hIAP activ: 1.07

What do the screens show for `O=C(CNC(=O)c1ccccc1F)NC1CCN(Cc2ccccc2)CC1`?
TIM10 inh: -8.7; ATG4B inh: -11.7; Apaf-1 inh: 2.2; tim10-1 inh: 2.7; NALP3 yeast inh: 29.5; mIAP block: -5.2; hIAP inh: 9.7; mIAP act: 1.05; hIAP activ: 0.903

Results for COC(=O)c1ccccc1OCCCN(C)C ?
TIM10 inh: -8.5; ATG4B inh: -10.4; Apaf-1 inh: -3.1; tim10-1 inh: 4.3; NALP3 yeast inh: 20.7; mIAP block: 5.1; hIAP inh: 7.2; mIAP act: 0.949; hIAP activ: 0.928

What do the screens show for `CCn1c(C)nc2cc(S(=O)(=O)C(F)F)ccc21`?
TIM10 inh: -1.6; ATG4B inh: -3.8; Apaf-1 inh: -2.6; tim10-1 inh: -2.2; NALP3 yeast inh: 9.1; mIAP block: 3.9; hIAP inh: 19.9; mIAP act: 0.961; hIAP activ: 0.801

Results for O=C(COC(=O)c1ccccc1F)Nc1cccnc1Cl ?
TIM10 inh: -11.1; ATG4B inh: 4.7; Apaf-1 inh: -8.4; tim10-1 inh: -9.9; NALP3 yeast inh: -19.1; mIAP block: -9.0; hIAP inh: 0.1; mIAP act: 1.09; hIAP activ: 0.999

How did O=C(NCC1CCN(Cc2ccccc2F)CC1)Nc1cc(F)ccc1F do in these assays?
TIM10 inh: 1.9; ATG4B inh: -6.8; Apaf-1 inh: 0.1; tim10-1 inh: -6.1; NALP3 yeast inh: 7.1; mIAP block: -24.0; hIAP inh: -17.0; mIAP act: 1.24; hIAP activ: 1.17

Results for O=C1NC[C@H](CC2CCCCC2)N(CCc2cccc(F)c2)C1=O ?
TIM10 inh: 7.9; ATG4B inh: -3.5; Apaf-1 inh: 6.4; tim10-1 inh: 6.2; NALP3 yeast inh: 12.4; mIAP block: -12.3; hIAP inh: 6.1; mIAP act: 1.12; hIAP activ: 0.939

Results for CCC(=O)Nc1nnc(S(=O)(=O)N2CCCc3ccccc32)s1 ?
TIM10 inh: 5.2; ATG4B inh: 6.9; Apaf-1 inh: 9.4; tim10-1 inh: 1.3; NALP3 yeast inh: 15.1; mIAP block: 5.9; hIAP inh: 27.8; mIAP act: 0.941; hIAP activ: 0.722

What do the screens show for `O=c1c2ccccc2nc2n1CCS2(=O)=O`?
TIM10 inh: 22.6; ATG4B inh: -1.5; Apaf-1 inh: -4.8; tim10-1 inh: 18.0; NALP3 yeast inh: 16.0; mIAP block: -2.1; hIAP inh: -0.6; mIAP act: 1.02; hIAP activ: 1.01
